# Compound activity: PubChem, National Center for Advancing Translational Sciences (NCATS)
# Vif-APOBEC3G blk = Vif-A3G binding inhibition | HeLa A3G-eYFP + Vif (tagged APOBEC3G with the HIV-1 protein that degrades it), YFP fluorescence, overnight | 410,000 tested, 0.076% active | Q9HC16 | Potency, µM (highest dose often 46.1 µM), inactives show at the top dose activity, negative = active, most hits filed as inhibitors;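 also: potency is read from the fitted curve at half-maximal effect; % is scaled to controls: 0 for no effect and ±100 for the full control effect; nearly all actives have a fitted effect of over 60% in size; hits raise eYFP signal because A3G escapes Vif-driven loss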
# Target sequence (Q9HC16 whole entry, looked up): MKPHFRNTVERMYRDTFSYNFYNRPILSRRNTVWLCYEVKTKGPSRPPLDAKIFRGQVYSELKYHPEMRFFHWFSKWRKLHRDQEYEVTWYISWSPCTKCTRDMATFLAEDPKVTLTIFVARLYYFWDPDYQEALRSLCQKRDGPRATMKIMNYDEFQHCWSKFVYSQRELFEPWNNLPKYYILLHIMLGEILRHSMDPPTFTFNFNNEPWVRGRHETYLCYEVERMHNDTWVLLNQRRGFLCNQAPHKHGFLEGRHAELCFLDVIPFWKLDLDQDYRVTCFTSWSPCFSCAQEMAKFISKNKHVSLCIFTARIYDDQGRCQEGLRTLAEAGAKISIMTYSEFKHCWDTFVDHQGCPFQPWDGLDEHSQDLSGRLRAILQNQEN
#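 HeLa cells stably expressing Vif and C-terminally eYFP-tagged A3G, seeded overnight at 37 deg C, then exposed to compound by pintool overnight at 37 deg C. Rise in yellow fluorescence (Ex 488/Em 500-530, Acumen) marks blocked Vif-driven A3G degradation.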
# LDHA block = blocks human lactate dehydrogenase A | purified LDHA, NADH/diaphorase-resazurin fluorescence; active compounds read low | activity change, % (values are at about 110 or 230 µM) | 480,000 tested, 0.15% active; in the data active = activity change below about -30%; inconclusive = mostly about -25% to -30%;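 also: plate controls were DMSO wells for no effect and wells without enzyme for full effect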
#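 Resorufin fluorescence (ex540/em590), read at 0 and 20 min after diaphorase/resazurin addition, reports the NADH left after a 5 min room-temperature reaction of 2 nM human LDH5 with 0.06 mM NADH and 0.2 mM pyruvate.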
# D2 potentiator = positive allosteric modulators of human D2 dopamine receptor. 340,000 tested, 0.34% active. HEK293 T-REx D2, calcium flux, EC20 dopamine potentiation. potentiation, % at 10 µM;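 active = potentiation over 3 SD above the plate norm, cut at about 30% in these data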; also: 0% is about no effect
#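 Potentiation of an EC20 dopamine calcium response measured kinetically over 180 s, after a preceding 180 s compound-only read flagging agonists. Cells: inducible Hek293 Trex D2 line, 4000/well, cultured overnight at 30 C before dye loading.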
# D1 antag = antagonists of human D1 dopamine receptor; AID 504652; activity change, negative = inhibition, % at 10 µM; HEK293 TREx D1 cells, calcium flux, dopamine EC80; active compounds read low; 360,000 tested, 3.2% active; in the data active = activity change below about -30%; also: % is scaled to controls: 0 for no effect and ±100 for the full control effect
# Target sequence (P21728 whole entry, looked up): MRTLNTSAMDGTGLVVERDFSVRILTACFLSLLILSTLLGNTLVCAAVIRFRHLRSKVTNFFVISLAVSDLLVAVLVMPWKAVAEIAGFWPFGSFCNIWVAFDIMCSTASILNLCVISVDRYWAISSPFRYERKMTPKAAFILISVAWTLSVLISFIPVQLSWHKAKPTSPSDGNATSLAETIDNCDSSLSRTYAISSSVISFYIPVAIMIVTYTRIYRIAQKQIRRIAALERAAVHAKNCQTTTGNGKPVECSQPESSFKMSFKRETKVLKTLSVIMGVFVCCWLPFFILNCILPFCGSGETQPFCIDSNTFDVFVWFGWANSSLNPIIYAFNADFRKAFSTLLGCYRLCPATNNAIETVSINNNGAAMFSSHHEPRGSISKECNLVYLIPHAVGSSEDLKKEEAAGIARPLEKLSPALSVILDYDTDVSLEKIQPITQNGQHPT
#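 Compound effects on dopamine-evoked calcium signalling were measured in tetracycline-induced HEK293 Trex D1 cells. Dopamine at EC80 followed a 180 s compound pre-read, and fluorescence was tracked kinetically for 180 s more.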
# D1 potentiator = potentiators of human D1 dopamine receptor | potentiation, % at 10 µM | 360,000 tested, 0.036% active | P21728 | AID 504651 | HEK293 TREx D1 cells, calcium flux, dopamine EC20 potentiation; in the data active = potentiation above about 30%; also: 0% is about no effect
# GRP78 ERSR act = induces the endoplasmic reticulum stress response in human glioma cells. U87-MG GRP78 promoter luciferase reporter, 16 h. Potency, µM, for inactives: at the top dose activation, hits mostly activators. 420,000 tested, 0.02% active; also: potency is read from the fitted curve at half-maximal effect; series mostly up to about 76 µM; % of control where 0% means no effect; nearly all actives have a fitted effect of over 35% in size
#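 ERSR induction read as luciferase luminescence (Bright-Glo, 10 min at room temperature) in stably transfected human U87-MG glioma cells exposed to compounds for 16 h, using GRP78 as sensor.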
# Vif-A3F inh = blocks the Vif interaction with APOBEC3F | Potency, µM (highest dose often 46.1 µM), without a hit: at the top dose activity, negative = active | AID 602313 | 390,000 tested, 0.2% active | HeLa A3F-eYFP + Vif (tagged APOBEC3F with the HIV-1 protein that degrades it), YFP fluorescence increase; also: potency is read from the fitted curve at half-maximal effect; % of control where 0% means no effect; nearly all actives have a fitted effect of over 65% in size
#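 Fluorescence increase (Ex 488/Em 500-530) after overnight compound treatment at 37 deg C flags inhibition of Vif-driven A3F-eYFP loss in stable HeLa A3F-eYFP/Vif cells seeded overnight beforehand.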
# RXFP1 ag = activates the human relaxin receptor RXFP1; 370,000 tested, 0.3% active; Q9HBX9; HEK293T-RXFP1 cAMP TR-FRET, 30 min; response scale: percent of porcine relaxin response, buffer zero; AID 2676; Potency, µM (series often up to 57.5 µM), for the others: at the highest dose activation, actives largely listed as activators; also: potency is read from the fitted curve at half-maximal effect; % is scaled to controls: 0 for no effect and ±100 for the full control effect; nearly all actives have a fitted effect of over 60% in size; many of its hits are not listed in these tables
#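 Agonist response is measured as cAMP accumulation in an RXFP1-transfected HEK293T line under PDE4 inhibition. Values are scaled between buffer-only and 29 nM porcine relaxin, and EC50s come from standard Hill equation fits.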
# D1 agonist = human D1 receptor agonism | P21728 | HEK293 T-REx D1 cells, calcium flux, agonist mode | AID 504660 | activation, % at 2 µM | 360,000 tested, 1% active; in the data active = activation above about 30%; also: 0% is about no effect
#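 Agonism was scored from calcium flux recorded over 180 s (1 read/s) after pintool compound addition, following a 10-cycle baseline. Cells were inducible force-coupled HEK293 TREx D1, plated overnight at 30 C and loaded with no-wash calcium dye.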
# Active calls of the source: *; ? = inconclusive; · = not tested or not shown. Unless noted, calls follow the shape of the dose curve; as a rule, active = well fitted curve in the direction sought with a large enough effect; inconclusive = small, poorly fitted or top-dose-only effect, or another doubt; inactive = no such curve, though single readings can be large; an effect the other way counts as inactive or inconclusive. Some of the compounds tested; rates above refer to the full screens.
SMILES,Vif-APOBEC3G blk,LDHA block,D2 potentiator,D1 antag,D1 potentiator,GRP78 ERSR act,Vif-A3F inh,RXFP1 ag,D1 agonist
COc1ccccc1N1CCN(S(=O)(=O)c2ccc(F)c(C(=O)Nc3ccc(Cl)cc3C(F)(F)F)c2)CC1,-1%,-5,8,18,0,?,0%,0.7%,15
CC(C)C[C@@H](CSc1ccc(Br)cc1)N1CCN(CC(C)C)CCC1=O,0%,0,3,4,0,-1%,4%,-0.6%,4
CCN1CCCn2c1nc1c2c(=O)n(C)c(=O)n1C,1%,7,-5,-22,-5,1%,2%,9.4%,4
Cc1ccc(Oc2ncccc2/C=N/O)cc1,-5%,-4,-4,-3,-2,0%,-5%,-1.6%,0
CCOc1ccc(C(=O)NN2C(=O)C3C4C=CC(O4)C3C2=O)cc1 (stereo not drawn),0%,0,-2,-6,-4,7%,4%,0.5%,2
Cc1ccc2c(c1)N(CC(=O)NC1CCC(C)CC1)C(=O)CO2 (stereo not drawn),5%,-2,-2,-5,-3,1%,1%,-3.9%,-1
CSCCC(NC(=O)c1ccc(Cl)cc1Cl)C(=O)N1CCCCCCC1 (stereo not drawn),-2%,-3,·,7,-4,-4%,3%,-0.3%,3
Cc1ccc(Cn2cc(S(=O)(=O)c3cccc(C)c3)c(=O)c3cc(F)c(N4CCOCC4)cc32)cc1,0%,-5,4,-3,-3,-2%,8%,4.9%,0
CC1CCC2(CC1)NC(=O)c1ccccc1O2 (stereo not drawn),-3%,0,32*,-18,-4,-6%,1%,-0.3%,0
O=C1CCC(=O)N1OCCCOc1ccccc1,0%,0,14,1,12,-2%,-10%,1.3%,2
CCCC(=O)N(Cc1cc2cc(OC)ccc2[nH]c1=O)c1ccc(OC)cc1,1%,0,·,·,·,-3%,1%,·,·
Cc1ccc(C)c(N(CC(=O)NCc2ccco2)C(=O)CCC(=O)Nc2ccccn2)c1,-4%,2,-5,-5,4,0%,2%,-0.8%,2
COCCCNC(=O)C(C#N)c1nc2ccccc2nc1N1CCCC1 (stereo not drawn),-5%,-2,14,-12,-6,-4%,·,6.1%,-1
O=C(O)c1ccccc1C(=O)NNc1ccc(Cl)cc1,-3%,-6,·,·,·,3%,-1%,0.5%,·
CC(=O)c1cc2c(cc1NC(=O)c1cc(C)nn1-c1ccccc1)OCO2,-26%,-12,0,2,-4,-6%,-9%,6.9%,0
Cc1cccc(NC(=O)COC(=O)C(NC(=O)c2cccc(S(=O)(=O)N3CCOCC3)c2)C(C)C)c1 (stereo not drawn),-1%,3,·,·,·,4%,-4%,·,·
CCOC(=O)C1(CCOc2ccccc2)CCN(Cc2ccc(O)cc2)CC1,1%,0,-12,-29,-11,-2%,0%,-0.6%,23
COc1cccc2cc(C(=O)N3CCN(C/C=C/c4ccccc4)CC3)c(=O)oc12,-1%,0,10,-25,-8,-6%,11%,0.8%,10
COc1ccc(CNC(=O)CN2C(=O)CCCc3ccccc32)cc1,1%,-5,1,-2,0,-2%,0%,4.8%,0
O=C(N/N=C/c1cccc(OC(=O)c2cccc(Br)c2)c1)c1ccncc1,1%,-1,9,2,-2,0%,-43%,-0.2%,-1
COc1cc(/C=c2\s/c(=C\C(=O)C(C)(C)C)[nH]c2=O)cc(OC)c1OC,-27%,-9,5,-3,-1,-1%,-24%,4.1%,0
CCN(CC)c1ccc2cc(C(N)=O)c(=O)oc2c1,-6%,4,8,1,2,0%,-13%,2.8%,32*
COc1ccccc1OCC(=O)OCn1c(SC)nnc(C)c1=O,-1%,-3,-5,3,1,-3%,-14%,2.4%,2
O=C1CCCC2=C1C(c1ccccc1)NC(=S)N2 (stereo not drawn),-4%,-2,2,30,1,0%,5%,-1.6%,2
O=c1n(Cc2ccc(F)cc2)nc2n1-c1ccccc1SC2,-1%,0,-6,-14,-2,1%,1%,0.9%,2

# Structures listed above shown as hits in D1 agonist.
compound,LDHA block,D2 potentiator,D1 antag,D1 potentiator,GRP78 ERSR act,RXFP1 ag,D1 agonist
CCN(CC)c1ccc2cc(C(N)=O)c(=O)oc2c1,4,8,1,2,0%,2.8%,32*

# Next part
SMILES,Vif-APOBEC3G blk,LDHA block,D2 potentiator,D1 antag,D1 potentiator,GRP78 ERSR act,Vif-A3F inh,RXFP1 ag,D1 agonist
CSc1cccc(NC(=O)C2C3C=CC4(O3)C2C(=O)N(CCCN2CCOCC2)C4C(=O)NC2CCCCC2)c1 (stereo not drawn),0%,-6,1,16,-4,-6%,2%,0.5%,0
CCN1C(=O)N/C(=C/c2ccc(Sc3ccc(C)cc3)o2)C1=O,3%,-1,-16,-1,-6,-3%,1%,1.0%,3
Cc1cccc(N2CCN(C(=O)CSc3nc4ccccc4nc3N3CC(C)OC(C)C3)CC2)c1C (stereo not drawn),0%,-2,·,-8,-4,-4%,-18%,6.6%,6
Oc1ccc(/C=N/N(Cc2ccccc2)c2ccccc2)cc1,-9%,-7,3,4,-3,-2%,6%,0.5%,-1
CSc1nnc(COc2ccc(C)cc2)n1N,1%,-2,2,5,2,-2%,-4%,-0.5%,-1
CN(Cc1ccccc1F)C(=O)c1ccc2c(=O)n3c(nc2c1)CCC3,2%,-1,10,20,-1,-2%,-16%,2.2%,3
O=C(/C=N/O)Nc1ccccc1C(=O)O,3%,-18,8,-9,-2,2%,-6%,1.9%,0
COc1ccc(-c2nnn(CC(=O)N(CCO)C(C(=O)NC3CCCC3)c3ccncc3)n2)cc1 (stereo not drawn),-1%,-7,12,18,1,-3%,-7%,-1.9%,4
O=C(COc1ccccc1)Nc1cc(Cl)ccc1Cl,-3%,3,14,-4,11,5%,2%,1.2%,-2
CCc1ccc(NS(=O)(=O)c2ccc3oc(=O)c4ncn(CC)c4c3c2)cc1,-16%,-8,8,0,1,-11%,8%,-2.3%,0
CCCCc1nc(Cl)c(C#N)c2c1CCCC2,-2%,-11,-6,-9,-3,-1%,-4%,0.3%,2
Cc1ccc(C(=O)CSc2nnc3c4ccccc4nc(Cc4ccccc4)n23)cc1,-1%,-7,·,19,-2,-5%,2%,-2.0%,4
Cc1ccc(S(=O)(=O)N2CCC(C(=O)O)CC2)cc1C(=O)O,-3%,-1,4,10,-8,-6%,1%,-0.6%,2
N#Cc1ccc(OCC(=O)Nc2nc(-c3ccccn3)cs2)cc1,2%,2,·,·,·,-4%,3%,·,·
CCOC(=O)N1CCC(N2CCCC(C(=O)c3ccccc3OC)C2)CC1 (stereo not drawn),1%,-8,-15,9,-1,-6%,-9%,2.0%,1
Cc1ccnc(SCCn2c(N3CCC(C)CC3)nc3c2c(=O)n(C)c(=O)n3C)n1,3%,-4,·,·,·,-4%,0%,·,·
Cc1ccc(C2CC(c3cccc(C)c3)n3ncnc3N2)cc1 (stereo not drawn),-13%,-11,0,5,-1,-2%,-12%,0.8%,3
O=C(CSc1nncn1-c1ccccc1)c1c[nH]c2ccccc12,-19%,-15,3,9,-6,-3%,?,5.7%,0
COc1cccc(CNC(=O)Cn2cccc2C(=O)c2ccccc2C)c1,3%,-2,6,-13,2,0%,2%,-0.9%,2
CC(=O)N(CC1CCCO1)C1(C(=O)NC2CCCC2)CCCCC1 (stereo not drawn),1%,2,1,-10,0,-5%,-7%,0.5%,1
COc1ccccc1CN(C)C[C@H]1OCc2cnnn2CCCC(=O)N([C@@H](C)CO)C[C@@H]1C,-1%,2,·,·,·,-1%,-5%,·,·
CC1CN(C(=S)NC(=O)c2ccccc2)CC(C)O1 (stereo not drawn),-5%,-1,-4,-2,-3,-1%,?,0.0%,0
CN(C)S(=O)(=O)c1cccc(C(=O)NCCc2ccccc2)c1,1%,-3,11,-14,1,-11%,-4%,0.5%,8

# Reprinted at random: 6 records from the list, in no set order.
SMILES,Vif-APOBEC3G blk,LDHA block,D2 potentiator,D1 antag,D1 potentiator,GRP78 ERSR act,Vif-A3F inh,RXFP1 ag,D1 agonist
Cc1ccc(S(=O)(=O)N2CCC(C(=O)O)CC2)cc1C(=O)O,-3%,-1,4,10,-8,-6%,1%,-0.6%,2
COc1ccc(-c2nnn(CC(=O)N(CCO)C(C(=O)NC3CCCC3)c3ccncc3)n2)cc1 (stereo not drawn),-1%,-7,12,18,1,-3%,-7%,-1.9%,4
O=C(CSc1nncn1-c1ccccc1)c1c[nH]c2ccccc12,-19%,-15,3,9,-6,-3%,?,5.7%,0
COc1cccc(CNC(=O)Cn2cccc2C(=O)c2ccccc2C)c1,3%,-2,6,-13,2,0%,2%,-0.9%,2
Cc1cccc(N2CCN(C(=O)CSc3nc4ccccc4nc3N3CC(C)OC(C)C3)CC2)c1C (stereo not drawn),0%,-2,·,-8,-4,-4%,-18%,6.6%,6
CCOC(=O)N1CCC(N2CCCC(C(=O)c3ccccc3OC)C2)CC1 (stereo not drawn),1%,-8,-15,9,-1,-6%,-9%,2.0%,1

# Only D1 agonist, D2 potentiator and GRP78 ERSR act (2 entries from above):
canonical_smiles	D1 agonist	D2 potentiator	GRP78 ERSR act
Cc1ccc(S(=O)(=O)N2CCC(C(=O)O)CC2)cc1C(=O)O	2	4	-6%
N#Cc1ccc(OCC(=O)Nc2nc(-c3ccccn3)cs2)cc1	·	·	-4%
